LYPLA2 counter – counter-screen for PME1 inhibitors: inhibitors of human LYPLA2; O95372; recombinant LYPLA2, FP-Rh probe fluorescence polarization; inhibition, % at 5.9 µM; hit rate 0.38% among 320,000;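 active = inhibition above the screen-wide mean plus 3 SD, limit set per campaign, cut at about 26% in these data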;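 also: 0% = LYPLA2 with DMSO and 100% = wells lacking LYPLA2 enzyme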
pPAFAH inh – inhibitors of human plasma PAF acetylhydrolase (pPAFAH); inhibition, % at 3.39 µM; recombinant pPAFAH, FP-rhodamine probe fluorescence polarization; hit rate 1.5% among 330,000;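 active = inhibition above the mean inhibition across the screen plus 3 SD, cut at about 25% in these data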;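 also: inhibitors block binding of the rhodamine activity-based probe so polarization drops; 0% = enzyme with DMSO and 100% = wells lacking pPAFAH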
PAFAH1B3 FP inh – blocks human PAF acetylhydrolase 1B catalytic subunit 3. hit rate 0.28% among 340,000. inhibition, % at 3.39 µM. Q15102. recombinant PAFAH1B3, FP-rhodamine probe, fluorescence polarization. AID 492972;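 active = inhibition above the screen-wide average of all tested compounds plus 3 SD, cut at about 25% in these data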;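 also: 0% = enzyme with DMSO only and 100% = wells lacking PAFAH1B3 protein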
PAD4 inh – inhibitors of human PAD4; Q9UM07; inhibition, % at 6.36 µM; AID 485272; hit rate 0.41% among 330,000; recombinant PAD4, RCA probe fluorescence polarization;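 active = percent inhibition above a cutoff equal to the mean of all tested compounds plus 3 SD, cut at about 15% in these data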;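 also: 0% = PAD4 with RCA probe and DMSO and 100% = probe without PAD4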
LYPLA1 inh – blocks human lysophospholipase 1, a PME1 counter-screen; O75608; recombinant LYPLA1, FP-Rh probe fluorescence polarization; inhibition, % at 5.9 µM; hit rate 0.16% among 320,000;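 active = inhibition above the mean of all tested compounds plus 3 SD, set per campaign, cut at about 14% in these data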;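 also: inhibitors block serine hydrolase probe labeling of LYPLA1 so polarization falls; 0% = enzyme with DMSO and 100% = wells lacking LYPLA1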
GSTO1 inh – GSTO1 inhibition, counter-screen for RBBP9 inhibitors; inhibition, % at 5.96 µM; recombinant GSTO1, activity-based probe fluorescence polarization; P78417; hit rate 1.1% among 300,000;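 active = inhibition above the campaign mean inhibition plus 3 SD, cut at about 35% in these data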;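 also: 0% = GSTO1-1 with DMSO and 100% = wells lacking GSTO1-1 enzyme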
Target sequence (P78417 whole entry, looked up): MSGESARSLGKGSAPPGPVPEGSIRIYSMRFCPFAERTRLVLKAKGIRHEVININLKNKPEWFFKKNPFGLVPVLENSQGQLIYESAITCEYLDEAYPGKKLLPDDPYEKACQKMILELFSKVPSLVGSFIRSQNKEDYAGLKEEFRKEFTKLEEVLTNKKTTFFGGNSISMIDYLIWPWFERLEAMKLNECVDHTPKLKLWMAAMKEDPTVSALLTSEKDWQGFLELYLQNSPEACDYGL
PAFAH2 inh – PAFAH2 (human) inhibition; recombinant PAFAH2, FP-rhodamine activity probe, fluorescence polarization; inhibition, % at 3.39 µM; hit rate 0.99% among 340,000; AID 492956;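 active = inhibition above the mean over all tested compounds plus 3 SD, cut at about 30% in these data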;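 also: inhibitors block probe labeling of enzyme so polarization drops; 0% = enzyme with DMSO and 100% = wells lacking PAFAH2 protein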
PAFAH1B2 inh – inhibitors of human PAFAH1B2; recombinant PAFAH1B2, FP-rhodamine activity probe, fluorescence polarization; hit rate 1.2% among 340,000; P68402; inhibition, % at 3.39 µM;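 active = inhibition above the mean of all tested compounds plus 3 SD, cut at about 24% in these data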;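 also: 0% = enzyme with DMSO and 100% = wells lacking PAFAH1B2; many of its hits are not listed in these tables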
PREPL inh – inhibitors of human prolyl oligopeptidase-like enzyme PREPL; inhibition, % at 5.96 µM; recombinant PREPL, fluorescence polarization activity-based probe; AID 2751; hit rate 0.68% among 320,000; in the data active = inhibition above about 43%;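 also: 0% = enzyme with DMSO and 100% = wells lacking enzyme; many of its hits are not listed in these tables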
Target sequence (Q4J6C6 whole entry, looked up): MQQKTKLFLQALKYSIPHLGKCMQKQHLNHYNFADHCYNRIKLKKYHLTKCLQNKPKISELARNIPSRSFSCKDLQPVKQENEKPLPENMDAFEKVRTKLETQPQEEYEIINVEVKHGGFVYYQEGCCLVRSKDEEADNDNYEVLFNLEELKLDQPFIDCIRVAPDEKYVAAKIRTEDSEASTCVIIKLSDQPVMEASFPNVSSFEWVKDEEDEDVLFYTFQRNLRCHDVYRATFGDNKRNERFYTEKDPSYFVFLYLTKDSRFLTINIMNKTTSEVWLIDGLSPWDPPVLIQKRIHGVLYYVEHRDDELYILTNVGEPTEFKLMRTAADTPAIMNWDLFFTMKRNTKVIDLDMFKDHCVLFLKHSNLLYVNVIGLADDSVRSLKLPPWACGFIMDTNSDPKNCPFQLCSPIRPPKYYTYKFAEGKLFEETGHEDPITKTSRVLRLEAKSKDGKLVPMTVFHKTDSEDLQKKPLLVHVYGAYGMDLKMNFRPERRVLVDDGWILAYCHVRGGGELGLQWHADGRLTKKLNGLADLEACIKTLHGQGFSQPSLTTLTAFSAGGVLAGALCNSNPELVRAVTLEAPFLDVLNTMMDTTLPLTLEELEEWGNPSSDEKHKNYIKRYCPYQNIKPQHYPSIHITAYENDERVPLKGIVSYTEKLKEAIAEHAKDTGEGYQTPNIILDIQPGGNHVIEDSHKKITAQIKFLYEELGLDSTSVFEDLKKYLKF
* = called active by the depositor; / = not tested or not shown.

SMILES | LYPLA2 counter | pPAFAH inh | PAFAH1B3 FP inh | PAD4 inh | LYPLA1 inh | GSTO1 inh | PAFAH2 inh | PAFAH1B2 inh | PREPL inh
S=C(NCc1ccco1)N1CCN(c2ccccc2Cl)CC1 | 1 | 4 | -2 | 1 | 2 | -2 | 7 | 1 | 4
CCC(C)/C(C)=N/NC(=O)c1ccc(COc2ccc(Cl)c(C)c2)cc1 (configuration not stated) | 0 | -1 | 3 | 4 | -5 | -2 | -14 | 0 | 6
Cc1ccc(-n2c(C)cc(/C=N/NC(=O)CN(c3ccc(C)cc3C)S(C)(=O)=O)c2C)cc1 | -1 | 10 | 1 | -1 | 1 | 1 | 5 | -1 | -3
CCS(=O)(=O)Nc1cccc(C2=NN(S(=O)(=O)c3ccc(F)cc3)C(c3cccs3)C2)c1 (configuration not stated) | -4 | 1 | -6 | 3 | 0 | -3 | -16 | -6 | -3
COc1ccc(C2/C(=C(/O)c3ccccc3)C(=O)C(=O)N2CCCN2CCOCC2)cc1 (configuration not stated) | -6 | 3 | 0 | -4 | -2 | 5 | 0 | -1 | 7
COc1ccc(/C=C(/C#N)C(=O)Nc2ccccc2C)cc1C(=O)O | 2 | 0 | 4 | -3 | 1 | 8 | 2 | 3 | -5
CSc1cccc(NC(=S)N(CCC(C)C)C2CCN(C(C)C)CC2)c1 | 13 | -4 | 6 | 4 | 2 | 6 | 5 | -1 | 7
CCOC(=O)c1ccc(NC(=S)NCCCN2CCCC2=O)cc1 | -5 | 7 | 5 | -1 | -2 | 4 | 1 | 4 | -1
O=C1CSC(c2cccc(Cl)c2Cl)N1c1ccccn1 (configuration not stated) | 4 | 3 | 2 | 3 | 7 | -2 | 6 | -1 | -23
CCCCN1C(=O)C2ON(c3ccccc3C)C(c3ccco3)C2C1=O (configuration not stated) | -3 | 0 | 3 | -1 | 0 | 6 | -6 | 3 | -25
COC(=O)CN1C(=O)N(c2ccccc2)C(N(O)C(=O)Nc2ccccc2)C1(C)C (configuration not stated) | -4 | 6 | 6 | -3 | -4 | 3 | 1 | 8 | 8
O=C(Cc1ccc(Cl)cc1)Nc1ccc2c(c1)C(=O)NC2=O | -7 | 3 | -2 | -3 | -3 | 1 | 5 | 1 | -16
CN(C)Cc1cc(C(C)(C)c2cc(CN(C)C)c(O)c(CN(C)C)c2)cc(CN(C)C)c1O | 2 | 1 | 2 | -3 | -1 | 9 | -4 | 3 | -1
Cc1ccccc1OCc1nc2ccccc2c(=O)n1/N=C/c1ccco1 | -8 | 2 | 6 | -1 | -1 | 2 | 1 | 3 | -13
Cc1cccc(NC(=O)CSc2nc3nc(C)cc(C)n3n2)c1 | 0 | 3 | 15 | -4 | 2 | -2 | 5 | 4 | -1
CC(C)(C)c1ccc(C(=O)NNC(=O)c2ccc(Cl)cc2)cc1 | -2 | 4 | 9 | 4 | -1 | 15 | -1 | 7 | 13
COc1ccc(Cl)cc1NC(=O)C/C(C)=N/NC(=O)CC#N | -2 | 1 | 9 | -4 | -2 | 9 | -6 | 1 | -9
CCc1nc2ccccc2c(C(=O)OCC(=O)Nc2cccc(S(=O)(=O)NC3=NCCCCC3)c2)c1C | -7 | -2 | 4 | -5 | -6 | -1 | 1 | -4 | 0
CC(C)(C)NC(=O)COC(=O)c1c2c(nc3ccccc13)CCC2 | -1 | 11 | 9 | -1 | -2 | 10 | 8 | 1 | 7
CCNC(=O)C(=O)NCCC1CCCCN1S(=O)(=O)c1cccs1 (configuration not stated) | -2 | 3 | 3 | 1 | -5 | 6 | -1 | 1 | 20
COc1cc(C(=O)N2CCN(C3CCC(C)CC3)CC2)cc(OC)c1OC (configuration not stated) | -8 | -1 | 5 | -1 | -1 | 10 | 0 | 5 | 4
Cc1ccccc1C(=O)NNC(=O)c1ccoc1C | -4 | -1 | -2 | -3 | -4 | -8 | -1 | 2 | 17
Fc1ccc(-c2nc(-c3cccs3)no2)cc1 | 0 | 6 | 0 | 2 | -2 | -9 | -1 | 5 | -11
Cc1ccc(OCCC(=O)N(CC(=O)Nc2ccccc2C(F)(F)F)Cc2ccco2)cc1 | 3 | 4 | 0 | 1 | 0 | -11 | 7 | -1 | 7
CCCCn1c(N)c(N(CCC(C)C)C(=O)c2ccc(-c3ccc([N+](=O)[O-])cc3)o2)c(=O)[nH]c1=O | -7 | -1 | 3 | -2 | -2 | / | -6 | -8 | 4
Additional entries follow:
SMILES | LYPLA2 counter | pPAFAH inh | PAFAH1B3 FP inh | PAD4 inh | LYPLA1 inh | GSTO1 inh | PAFAH2 inh | PAFAH1B2 inh | PREPL inh
O=C(Cn1cnc2ccccc2c1=O)NCC(=O)N1CCN(Cc2ccc3c(c2)OCO3)CC1 | 11 | 4 | 4 | 2 | 2 | 13 | 0 | 8 | 22
Cc1ccc(Nc2nc(-c3ccncc3)nc3ccccc23)cc1 | -9 | -5 | / | -3 | -3 | 2 | / | / | 13
COc1cc(CC(=O)NNC(=O)c2cc(C)oc2C)cc(OC)c1OC | 5 | 2 | 2 | -1 | 1 | 2 | -6 | 4 | -3
CC1(C)CC(=O)CC(=O)/C1=N\Nc1c(Cl)cc(Cl)cc1Cl | 5 | 7 | 5 | -6 | -1 | 13 | 0 | -2 | 5
CCCNC(=O)C1CC2Cn3c(nc4ccccc43)C2N1C (configuration not stated) | 1 | 6 | 18 | -2 | -1 | 28 | -1 | 2 | 2
CC(=O)N1CCC(N(CCN2CCOCC2)C(=S)Nc2cc(C)cc(C)c2)CC1 | 5 | 3 | -3 | 2 | 1 | 3 | -4 | 3 | -1
COc1ccccc1OCCNC(=O)C1CC(=O)N(c2ccccc2OC)C1 (configuration not stated) | -6 | -5 | 0 | -3 | 2 | / | 4 | 8 | 7
CC1CCCC(C)N1C(=O)COC(=O)CCc1nc2ccccc2c(=O)[nH]1 (configuration not stated) | 0 | 2 | 7 | -2 | -1 | 0 | 3 | 1 | 7
O=C(NC1CCS(=O)(=O)C1)c1sc2ccccc2c1Cl (configuration not stated) | -5 | 8 | 5 | -5 | 1 | 2 | 3 | 10 | -10
COc1ccc(NC(=S)N(CCO)Cc2ccccc2)cc1 | 2 | 1 | 7 | -2 | -1 | 5 | 0 | 4 | -4
Cc1cc(C(=O)OCC(=O)c2cccc([N+](=O)[O-])c2)c2cccc(C)c2n1 | -5 | 8 | 12 | -3 | -5 | 4 | 3 | 2 | 5
CCCC12CN3CCN(CC(C3)/C1=N\NC(=O)c1ccccc1Cl)C2 | 1 | 0 | 1 | 0 | -2 | 3 | 3 | 6 | 12
CC(C)CNC(=O)C(=O)NCC1OCCCN1S(=O)(=O)c1cccs1 (configuration not stated) | 1 | 1 | 3 | -2 | 0 | -3 | -4 | -3 | -4
O=C(CSc1nnc(-c2ccc3c(c2)OCO3)n1-c1ccccc1)c1ccc(Cl)cc1 | -1 | 3 | -2 | -1 | -1 | -6 | 0 | 0 | -1
COc1ccc(/C=C/c2nc3ccccc3c(=O)n2-c2cccc(C(=O)O)c2)cc1 | 8 | -8 | 4 | 9 | -3 | -6 | -10 | -3 | -3
CC(C)OC(=O)C(=O)NNc1ccccc1 | -1 | 8 | 14 | 2 | 1 | 7 | 6 | -2 | 15
O=CN1CCN(C(=O)COc2ccc(Cl)cc2Br)CC1 | 2 | 4 | 1 | 4 | -1 | -5 | 3 | 1 | 10
CC(=O)N(C)c1ccc(NC(=O)Nc2cccc3ccccc23)cc1 | -1 | 2 | -4 | 5 | -1 | 3 | 2 | -4 | 13
O=C(Nc1ccc(F)cc1)Nc1csc2ccccc12 | -6 | 6 | / | -3 | -21 | -16 | / | / | 26
Cc1ccc(NC(=O)c2cccc(Oc3ccc([N+](=O)[O-])cc3)c2)c(C(=O)O)c1 | 26* | 7 | 2 | -1 | 0 | -42 | 4 | 0 | 1
O=C(O)CCCCCNCc1c(Cl)cccc1Cl | -3 | 1 | 3 | -1 | 0 | -5 | 1 | 4 | -7
Cc1ccc(SCCC(=O)NC(C)(C)C)cc1 | 4 | 0 | 6 | -1 | -1 | -4 | 1 | 16 | 18
O=C(CSc1ccc2nnc(CCNC(=O)c3ccccc3)n2n1)Nc1ccc(F)cc1F | 6 | 7 | 4 | -5 | -1 | 2 | 6 | 1 | 11
COc1ccccc1OCCNC(=O)C(=O)c1c[nH]c2ccccc12 | -1 | -2 | 6 | -2 | -1 | 6 | -3 | 1 | -10
CCOC(=O)C(NC(=O)Nc1ccc(C(N)=O)cc1)(c1ccccc1)C(F)(F)F (configuration not stated) | -5 | 11 | 1 | -3 | 4 | -4 | 10 | 3 | 2

Rewritten as tab-separated lines: entries from further up
Molecule	LYPLA2 counter	pPAFAH inh	PAFAH1B3 FP inh	PAD4 inh	LYPLA1 inh	GSTO1 inh	PAFAH2 inh	PAFAH1B2 inh	PREPL inh
CC1CCCC(C)N1C(=O)COC(=O)CCc1nc2ccccc2c(=O)[nH]1 (configuration not stated)	0	2	7	-2	-1	0	3	1	7
COc1ccccc1OCCNC(=O)C(=O)c1c[nH]c2ccccc12	-1	-2	6	-2	-1	6	-3	1	-10
O=CN1CCN(C(=O)COc2ccc(Cl)cc2Br)CC1	2	4	1	4	-1	-5	3	1	10
COc1ccc(NC(=S)N(CCO)Cc2ccccc2)cc1	2	1	7	-2	-1	5	0	4	-4

(next part)
SMILES | LYPLA2 counter | pPAFAH inh | PAFAH1B3 FP inh | PAD4 inh | LYPLA1 inh | GSTO1 inh | PAFAH2 inh | PAFAH1B2 inh | PREPL inh
COCCN(C(=O)CCC(=O)Nc1ccccn1)C(C(=O)NC1CCCC1)c1ccc(OC)cc1 (configuration not stated) | 0 | 1 | 8 | -4 | 1 | -1 | 10 | 2 | 9
Cn1c(=O)c2c(Nc3ccc(F)cc3)cc(=O)n(-c3ccccc3)c2n(C)c1=O | 2 | -2 | / | 0 | 0 | 0 | / | / | -2
CCCn1c(-c2cccs2)nc2c1c(=O)[nH]c(=O)n2Cc1ccccc1 | -6 | -5 | 16 | -3 | 2 | 2 | 4 | 8 | 3
CCn1nc(C)c(NC(=O)c2ccc(Cl)cc2)c1C | 2 | 2 | 6 | -3 | 2 | -1 | 3 | 1 | -3
CCc1ccc(Nc2n[n+](-c3ccccc3)c(-c3ccc(SC)cc3)s2)cc1 | -4 | 2 | -2 | -5 | -1 | -7 | -12 | -2 | -8
CC(=O)S[C@@H]1CC2=CC(=O)CC[C@]2(C)[C@H]2CC[C@@]3(C)[C@@H](CC[C@@]34CCC(=O)O4)[C@H]12 | 4 | 3 | -3 | 0 | 3 | 1 | 11 | 2 | 9
Cc1cc(C)n2nc(SCC(=O)N3CCC(C(=O)O)CC3)nc2n1 | / | -3 | 12 | 0 | / | / | 11 | 5 | 7
CCCCC(=O)C1=C(N2CCCC2)CC(C)(C)CC1=O | 5 | 0 | -4 | -5 | 1 | 2 | 0 | 2 | 7
COc1ccc(NS(=O)(=O)c2ccc(NC(=S)NCC3CCCO3)cc2)cc1 (configuration not stated) | -8 | 22 | 3 | -1 | -6 | 4 | -6 | -2 | -1
Cc1cc(C)c(NC(=O)CSc2nnc(-c3ccco3)n2N)c(C)c1 | 8 | 0 | -3 | -6 | 3 | 1 | -2 | 2 | 14
O=C(CCn1c(=O)oc2ccccc21)n1c(=O)oc2ccccc21 | 0 | 1 | -4 | -7 | -6 | -1 | -10 | -1 | -2
O=C(CN1C(=O)C2C3C=CC(C3)C2C1=O)Nc1ccc(S(=O)(=O)N2CCCCC2)cc1 (configuration not stated) | 6 | 0 | 1 | 3 | -1 | 3 | 1 | 5 | 3
Cc1noc(C)c1S(=O)(=O)N1CCC(C(=O)N2CCN(Cc3ccc4c(c3)OCO4)CC2)CC1 | -7 | 5 | 0 | 5 | -1 | 1 | 4 | 2 | 7

Compound activity from PubChem.

Some of the compounds tested; the hit share may differ from the screen's.
